Salmonella PhoP GFP: inhibitors of PhoP regulon expression, primary screen, Salmonella Typhimurium, GFP reporter (AID 1863). 300,000 tested, 0.16% active. S. Typhimurium PhoP-regulated promoter GFP reporter, 4 h; higher % means a stronger effect. inhibition, % at 50 µM; hits with a dose series show IC50 in µM;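 active means inhibition over 29.93%, a cutoff 3 SD above the screen mean, later confirmed by dose response; inconclusive means inhibition over 29.93% but no dose response follow-up; inactive means inhibition at most 29.93% or unconfirmed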;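 further: 0% = low Mg2+ inducing control and 100% = high Mg2+ repressing control; strong numbers were not always called active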
West Nile virus CPE: inhibition of WNV-induced cytopathic effect – cell-based, CPE readout (AID 1621) | 290,000 tested, 0.02% active | West Nile virus-infected cells, CPE inhibition; higher % means a stronger effect | one-dose CPE inhibition, % at 10 µM; IC50 in µM for titrated hits; in the data active means a potency from the dose series; inconclusive means CPE inhibition mostly from about 3.7% at the one dose, without a potency; inactive means the rest, 99 in 100 with CPE inhibition below about 2.2%; further: strong numbers were not always called active
RSV CPE inhibition: inhibition of RSV-induced cytopathic effect – HEp-2 cells, primary 10 µM value included (AID 2391) | 310,000 tested, 0.13% active | HEp-2 cells, RSV-induced CPE inhibition; higher % means a stronger effect | CPE inhibition, % at 10 µM; hits with a dose series show IC50 in µM; in the data active means a potency from the dose series; inconclusive means CPE inhibition mostly from about 23% at the one dose, without a potency; inactive means the rest, 99 in 100 with CPE inhibition below about 21%; further: strong numbers were not always called active
SV40 large T antigen: SV40 large T antigen inhibitors, biochemical (AID 1903); one-dose inhibition, % at 20 µM; IC50 in µM for titrated hits; SV40 large T antigen ATPase/helicase inhibition assay; higher % means a stronger effect; 310,000 tested, 0.39% active; in the data active means a potency from the dose series; inconclusive means inhibition mostly from about 32% at the one dose, without a potency; inactive means the rest, 99 in 100 with inhibition below about 32%; further: strong numbers were not always called active
WT yeast gro inh: growth inhibition of WT yeast, mitochondrial fusion screen; inhibition, % at 10 µM; 190,000 tested, 2.1% active; mitochondrial fusion phenotypic screen, WT strain; in the data active means inhibition above about 58%; tested in S. cerevisiae
Myeloid diff MLP: myeloid differentiation induction; ER-HoxA9 myeloid progenitors, lysozyme-GFP differentiation, flow cytometry; calls only at 10 µM; AID 624256; 360,000 tested, 1% active;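 active means normalized GFP-positive differentiation at or above the plate's own cutoff, the solvent-only control mean plus 3 SD; inconclusive means no clear call, values can overlap the other calls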;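 further: cells exposed to compound for four days before flow analysis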
b-catenin transl: beta-catenin nuclear translocation modulation | HeLa beta-catenin nuclear translocation, immunofluorescence imaging | nuclear translocation activity, % at 5 µM | 190,000 tested, 0.3% active | AID 1665;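 active means nuclear translocation activity above 50% at 5 µM, with a well cell count of 50 or more; inconclusive means wells under 50 cells across six images, flagged as toxic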;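 further: per-cell ratio of nuclear to cytoplasmic median beta-catenin stain intensity; plate controls were DMSO negative control for no effect and GSK-3 inhibitor IX positive control for full effect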
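System: HeLa cells, endogenous beta-catenin; compound dosing: 5 µM primary single dose, 0.1% DMSO, 0.02–20 µM confirmation series; incubation: 24 h compound exposure at 37°C, 5% CO2; signal: beta-catenin immunofluorescence imaging with DAPI; evaluation: % activation, nuclear-to-cytoplasmic median beta-catenin signal ratio per cell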
Rac1 GTP hydrolysis: MgcRacGAP GTPase-activating activity inhibitors, confirmation, biochemical, ADP Hunter fluorescence; one-dose inhibition, % at 30 µM; IC50 in µM for titrated hits; AID 624330; 340,000 tested, 0.6% active; MgcRacGAP-stimulated Rac1 GTP hydrolysis, ADP Hunter fluorescence; higher % means a stronger effect; GST-tagged Rac1 F28L mutant substrate;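 active means first-screen hits whose inhibition reached a set limit at any dose in the follow-up dose series; inconclusive means inhibition above the set first-screen limit but never retested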;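 further: fluorescence reports GDP produced by GAP-driven GTP hydrolysis; strong numbers were not always called active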
T cell modulator: T cell immune modulators affecting CD8 T cell-vesicle binding. 2C CD8+ T cell-vesicle binding, flow cytometry; active compounds read low. calls only at 7 µM. 330,000 tested, 0.068% active;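 active means response, share of CD8 T cells binding vesicles, and their 90th percentile fluorescence all below set limits, cut at about 80% in these data, passing the limit was not always enough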
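Test system: purified 2C TCR transgenic mouse naive CD8+ T cells. Probe or stimulus: QL9-peptide-loaded Drosophila micro-vesicles bearing Ld, ICAM-1 and B7-1. Incubation: binding step 1.5 h, 37 °C, antibody labelling 20 min, ice. Measured by: flow cytometry of vesicle-bound cells.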
WT yeast gro inh mutant strain: recorded beside WT yeast gro inh, whose call it bears; inhibition, %; mitochondrial fusion phenotypic screen, mutant strain inhibition
b-catenin transl cell count 5 µM: recorded beside b-catenin transl, whose call it bears; cell count; measured here: cell count, cytotoxicity flag
T cell modulator vesicle-bound %: second read-out of T cell modulator, no call of its own (marks repeat the call); double positive events, %; measured here: CD8+ vesicle-bound cell fraction;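 binding gate set so that unloaded-vesicle control wells show 10% double positive cells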
Myeloid diff MLP GFP+ MAC1+ %: recorded beside Myeloid diff MLP, whose call it bears; GFP+ MAC1+ double positive, %; measured here: differentiation confirmed by MAC1 staining
* = called active by the depositor; i = inactive; ? = inconclusive; / = no result given; & = joins results of further samples.

SMILES | Salmonella PhoP GFP | West Nile virus CPE | RSV CPE inhibition | SV40 large T antigen | WT yeast gro inh | WT yeast gro inh mutant strain | Myeloid diff MLP | Myeloid diff MLP GFP+ MAC1+ % | b-catenin transl | b-catenin transl cell count 5 µM | Rac1 GTP hydrolysis | T cell modulator | T cell modulator vesicle-bound %
O=C(COc1ccccc1Cl)Nc1ccc(CN2CCCCC2)cc1 | 5% | -0.2% | 0.4% | 5% | -4 | 8 | i | 0.2 | 3.7 | 1406 | 4% | i | 36
COc1ccc(CCNC(=O)c2cc(-c3ccccc3)on2)cc1OC | -11% | -0.7% | -1.2% | 11% | -13 | 16 | i | 1.9 | -1.8 | 1048 | 5% | i | 45
CSc1nc2ccc(S(=O)(=O)N3CCCCC3)cc2s1 | -8% | -0.1% | 1.5% | 5% | -10 | 8 | i | 6.0 | -3.6 | 1194 | -8% | i | 37
O=C(COC(=O)c1ccc([N+](=O)[O-])s1)NCc1ccc(F)cc1 | -3% | 0.4% | 1.3% | -1% | 9 | -7 | i | 0.9 | -4.3 | 548 | 1% | i | 54
COc1ccc(C(=O)Nc2ccncc2)cc1[N+](=O)[O-] | 1% | -1.8% | 0.8% | 12% | / | / | i | 0.5 | / | / | 8% | i | 56
CC(=O)NC1C(=O)N(CCN2CCOCC2)c2ccc(F)cc21 (stereo unspecified) | 8% | 0.1% | 1.1% | -25% | / | / | i | 0.0 | / | / | 1% | i | 17
CCC1C(=O)N=C(SCC(=O)Nc2cccc3ccccc23)NC1=O (stereo unspecified) | 20% | 1.6% | 0.6% | -8% | 0 | -1 | i | 0.7 | -1.1 | 1045 | -1% | i | 28
Cc1ccc(C)c(-n2c(-c3cccnc3)n[nH]c2=S)c1 | -4% | 0.2% | -0.6% | 8% | -8 | 6 | i | 0.1 | 0.8 | 1537 | 3% | i | 58
COC(=O)C1=CNC=C(C(=O)OC)C1c1ccccc1Cl | -8% | -0.2% | 1.9% | 7% | 15 | 25 | i | 0.5 | 1.2 | 1118 | 8% | i | 28
O=C(Nc1ccc(S(=O)(=O)Nc2ncccn2)cc1)c1nn(Cc2ccccc2)c(=O)c2ccccc12 | -15% | -0.2% | 7.4% | 12% | / | / | i | 0.5 | 1.3 | 1350 | -12% | i | 53
Cn1cc(C2CC(c3ccccc3)=NN2C(=O)c2ccccc2)c2ccccc21 (stereo unspecified) | -2% | -0.6% | 2.1% | 19% | 33 | 3 | i | 5.9 | 1.0 | 505 | 7% | i | 46
O=C(CSc1ccccn1)N1CCN(c2ncc(C(F)(F)F)cc2Cl)CC1 | -6% | -0.8% | / | 9% | / | / | i | 1.5 | -4.6 | 1206 | 3% | i | 44
CC(=O)Nc1ccc(NC(=O)c2ccccc2N(C)S(=O)(=O)c2ccccc2)cc1 | -8% | -0.2% | 1.1% | 5% | / | / | i | 0.6 | / | / | 13% | i | 11
CCOC(=O)N1CCC(n2c(SCC(=O)OCc3ccccc3)nc3ccsc3c2=O)CC1 | -12% | -0.2% | -0.5% | 0% | -2 | 17 | i | 4.6 | -3.6 | 945 | 8% | i | 42
CCc1c(C)nc(SCc2cccnc2)[nH]c1=O | 0% | 0.6% | 1.2% | 8% | / | / | i | 0.0 | / | / | 8% | i | 36
Cc1nn(C(C)C(=O)NC2CCCCCC2)c(=O)c2nn(-c3ccccc3)c(C)c12 (stereo unspecified) | 5% | 0.0% | / | 4% | / | / | i | 1.2 | / | / | 13% | i | 25
Cc1ccc2c(ccc(=S)n2C)c1 | -5% | -0.1% | 1.0% | 1% | -3 | 7 | i | 0.2 | 0.4 | 1046 | -2% | i | 61
Cc1c(CCOC(=O)CC23CC4CC(CC(C)(C4)C2)C3)sc[n+]1CC(=O)c1ccccc1 | / | -2.0% | 7.8% | / | 3 | 4 | i | 0.0 | 0.7 | 864 | -32% | i | 41
CC(C)CC(=O)N=C1SC2CS(=O)(=O)CC2N1Cc1ccccc1 (stereo unspecified) | -7% | 1.6% | 2.0% | 11% | 1 | 4 | i | 0.0 | -1.4 | 985 | 3% | i | 59
Cc1cc(C(=O)CC#N)c(C)n1-c1c(C)n(C)n(-c2ccccc2)c1=O | 0% | 0.5% | -0.8% | 14% | -19 | -2 | i | 0.3 | 0.6 | 1083 | 9% | i | 65
O=C(CN1CCCCC1)N1CCc2ccccc21 | -2% | -0.8% | 0.8% | 9% | / | / | i | 1.5 | / | / | 14% | i | 63
C[N+]1(C2CCC3CCC2C3O)CCCC1 (stereo unspecified) | 2% | 0.6% | 1.5% | 6% | -1 | -4 | i | 0.4 | -1.6 | 910 | 6% | i | 47
O=C(NCCCn1ccnc1)/C(=C\c1cccnc1)NC(=O)c1ccccc1Br | -9% | -0.5% | 1.7% | 15% | 0 | 10 | i | 0.5 | -1.5 | 590 | 6% | i | 27
O=C(NCCCN1CCOCC1)NC1CCCCC1 | -11% | -0.1% | -0.2% | 0% | 4 | 11 | i | 0.3 | -1.2 | 993 | 0% | i | 25
COc1ccc(N2CC(O)(c3ccc(C)cc3)[N+]3=C2CCCC3)cc1 (stereo unspecified) | 4% | 1.6% | -0.9% | -1% | -7 | 1 | i | 0.6 | -1.2 | 1039 | 3% | i | 30

More entries follow:
SMILES | Salmonella PhoP GFP | West Nile virus CPE | RSV CPE inhibition | SV40 large T antigen | WT yeast gro inh | WT yeast gro inh mutant strain | Myeloid diff MLP | Myeloid diff MLP GFP+ MAC1+ % | b-catenin transl | b-catenin transl cell count 5 µM | Rac1 GTP hydrolysis | T cell modulator | T cell modulator vesicle-bound %
CC(C)(C)NC(=O)NC(=O)COC(=O)COc1ccc(Cl)cc1Cl | -10% | 0.3% | 0.7% | 9% | -33 | -16 | i | 0.3 | -1.2 | 1116 | 1% | i | 52
NC(=S)N/N=C/c1ccc(-c2cc(Cl)ccc2Cl)o1 | 8% | -0.4% | -1.3% | 16% | 72* | 65* | i | 1.9 | / | / | 13% | i | 13
CCOC(=O)C1CCCN(C(=O)c2cn(CC)c(=O)c3cc(OC)c(OC)cc23)C1 (stereo unspecified) | -8% | -0.1% | 1.5% | 2% | -11 | -25 | i | 1.6 | -0.5 | 1372 | -4% | i | 28
Cn1c(=O)n(Cc2ccccc2)c(=O)c2c1nc1n2CCCN1C1CCCCC1 | / | / | 22% | 21% | / | / | i | 0.4 | / | / | 0% | i | 20
CCOc1cnc(-c2ccccc2F)o1 | 1% | 0.2% | -0.5% | 6% | 1 | 16 | i | 0.1 | -3.8 | 1126 | 3% | i | 55
C=CCSc1nnc(-c2cc(C(C)(C)C)nn2Cc2ccc(F)cc2)n1C | -4% | -1.3% | 1.5% | 7% | / | / | i | 0.6 | -4.2 | 1239 | 5% | i | 25
COCCCNC(=O)Cn1cc2c(n1)CCC(C)C2 (stereo unspecified) | -3% | -0.2% | 1.6% | 0% | 0 | 1 | i | 0.8 | -0.1 | 1101 | 4% | i | 44
O=c1c2ccccc2c(/C=N/c2ncn[nH]2)c(O)n1Cc1ccccc1 | 27% | 3.0% | 11% | 5% | 22 | -7 | i | 0.9&0.5 | -6.6 | 938 | 14%&2% | i | 53
COC(=O)[C@H]1C[C@@H]1[C@H](NC(=O)c1ccccc1)c1ccccc1 | 3% | 0.2% | -2.3% | 2% | -6 | -15 | i | 1.8 | -3.1 | 485 | 4% | i | 26
CCCc1c(C)nc2ccc(OC)cc2c1SCCC(=O)O | 3% | 0.1% | 4.3% | 1% | 8 | 4 | i | 0.3 | -2.7 | 1193 | 7% | i | 40
O=C(CCSCCc1ccccn1)Nc1c(F)cc(F)cc1Br | -20% | -0.5% | 2.3% | 10% | -13 | 12 | i | 0.2 | 3.3 | 968 | -6% | i | 36
O=C(O)CCSc1nnc(CNc2ccc(Cl)cc2)n1Cc1ccccc1 | -10% | 0.5% | 2.4% | 7% | -8 | 2 | i | 0.5 | / | / | 12% | i | 46
CC(C)N(C(=O)CSc1nnc(NC(=O)C2CCC2)s1)C(C)C | 3% | -0.9% | 0.4% | / | -6 | -14 | i | 0.4 | -1.1 | 1081 | 8% | i | 3
O=C(CCN1C(=O)/C(=C/c2ccccc2Cl)SC1=S)NC1=NCCS1 | -2% | 0.9% | 1.0% | 11% | 58 | 29 | i | 0.1 | -0.3 | 1108 | 16% | i | 52
CC(C)c1cc2cc3ccc(=O)oc3cc2o1 | 4% | -1.0% | 11% | 4% | / | / | i | 0.0 | / | / | 13% | i | 47
CCOC(=O)c1sc(=S)n(-c2ccccc2Cl)c1C | -6% | 0.7% | 6.2% | 4% | / | / | i | 0.6 | 0.9 | 1058 | -11% | i | 48
CCc1ccc(OCCCC(=O)Nc2nnc(C3CCCO3)s2)cc1 (stereo unspecified) | / | -0.2% | 2.8% | / | 1 | 9 | i | 2.7 | -0.4 | 988 | -4% | i | 18
O=c1[nH]c(=O)n(C2OC(CO)C(O)C2O)cc1Br (stereo unspecified) | 4% | 0.1% | -0.1% | 1% | / | / | i | 0.7 | / | / | 9% | i | 25
Cc1cc(NS(=O)(=O)c2ccc(NC(=O)C(C)Oc3ccc4c(C)cc(=O)oc4c3)cc2)no1 (stereo unspecified) | -1% | 0.5% | 1.1% | 12% | 10 | 1 | i | 0.6 | 1.8 | 1158 | 3% | i | 24
CCOCCCNC(=O)CN1C(=O)C(CC)Oc2ccccc21 (stereo unspecified) | -5% | -0.2% | -0.5% | 3% | 17 | 24 | i | 7.4 | 1.3 | 1330 | 10% | i | 29
COc1ccc(N(CC(=O)Nc2cc(Cl)ccc2C)S(=O)(=O)c2c(C)n[nH]c2C)cc1 | 6% | 0.6% | -1.7% | 0% | / | / | ? | / | / | / | -17% | i | 23
